Screens from PubChem.
TCR CD3 inh = inhibitors of human TCR-CD3 interaction, primary screen, biochemical, fluorescence, TAMRA-labeled TCR probe; T-cell receptor (TCR); inhibition, % at 9.4 µM; 360,000 tested, 0.37% active; in the data active = inhibition above about 19%;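 also: recombinant mutant TCR 2C K166C tagged with TAMRA read by polarization; 0% = receptor in buffer alone and 100% = receptor with positive control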
TDP2 inh = human TDP2 enzyme inhibitors, primary screen, biochemical, epi absorbance, recombinant enzyme; T5PNP hydrolysis, p-nitrophenol absorbance 415 nm; inhibition, % at 12.8 µM; 370,000 tested, 0.34% active; AID 720702, 2013;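 active = inhibition above the mean of all tested compounds plus 3 SD, set per campaign, cut at about 25% in these data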;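 also: 0% = DMSO with enzyme and 100% = buffer with substrate but no TDP2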
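System – recombinant human TDP2 · Amount – 120 nM TDP2 per well · Buffer or medium – Mg2+-containing Tris-HCl buffer, pH 7.5 · Reagent – T5PNP substrate, 5 mM · Dosing – 12.8 µM single point, 1% DMSO · Incubation – 2 h at 37 °C · Measured by – epi absorbance · Read-out basis – percent inhibition · Benchmarks – high control without enzyme, low control DMSO plus TDP2 · Repeats – singlicate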
DDE Tn6 FP inh = inhibitors of Tn6 peptide binding to fibrin DD(E), primary screen, biochemical, fluorescence polarization, human fibrin, Tn6 probe. Fibrinogen beta chain (Homo sapiens), P02675. Fibrin DD(E) TRITC-Tn6 fluorescence polarization displacement. inhibition, % at 8.3 µM. 370,000 tested, 0.21% active. AID 720509, 2013;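 active = inhibition above a per-campaign cutoff: mean of compounds within control limits plus 3 SD, cut at about 15% in these data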;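 also: 0% = median of all compound wells on the plate and 100% = blocking peptide control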
LEDGF integ inh = blockers of LEDGF/p75-dependent integrase strand transfer – biochemical, TR-FRET, high throughput, primary screen. TR-FRET IN-LEDGF/p75 DNA integration, Eu/Cy5. 370,000 tested, 0.64% active. HIV-1 integrase (with human LEDGF/p75). inhibition, % at 3.7 µM;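 active = inhibition above the screen-wide mean plus 3 SD, cut at about 13% in these data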;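 also: signal is the Cy5 over europium emission ratio at 671 and 618 nm; 0% = plate median of compound wells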
SIAE primary = human SIAE inhibitors, primary screen, biochemical, fluorescence polarization, FP-Rh probe, 1536-well HTS; inhibition, % at 9.66 µM; AID 1053197, 2014; Sialate O-acetylesterase (Homo sapiens), Q9HAT2; 370,000 tested, 0.69% active; SIAE FP-Rh probe binding;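 active = inhibition above a cutoff: mean of compounds within the control limits plus 3 SD of those, cut at about 17% in these data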;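 also: 0% = plate median of compound wells and 100% = probe without SIAE protein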
UHRF1 binding = UHRF1 methylated DNA binding inhibitors, primary screen, counter-screen for MBD2 inhibitor project, biochemical, TR-FRET, human UHRF1, single concentration | 370,000 tested, 0.75% active | UHRF1 binding to methylated oligo | inhibition, % at 4.4 µM | E3 ubiquitin-protein ligase UHRF1 (Homo sapiens), Q96T88; in the data active = inhibition above about 21%;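 also: UHRF1 SRA domain binding a hemimethylated CpG hairpin DNA probe; 0% = median of test compound wells and 100% = reference inhibitor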
DDE Tn7 FP inh = inhibitors of Tn7 peptide binding to fibrin DD(E), primary screen, biochemical, fluorescence polarization, human fibrin, Tn7 probe; Fibrinogen beta chain (Homo sapiens), P02675; FP displacement of FITC-Tn7 peptide from fibrin DD(E); 0% = median of compound wells per plate; inhibition, % at 8.3 µM; 370,000 tested, 0.13% active; AID 720508, 2013;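 active = inhibition above the mean of compounds falling within the control limits plus 3 SD of them, cut at about 14% in these data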;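 also: 0% = plate median of compound wells and 100% = 10 µM Aha-Tn7 peptide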
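Assay system: Fibrin-DD(E) protein isolated from polymerized human fibrin clots; read-out basis: percent inhibition; medium: Tris/NaCl/CaCl2 buffer, pH 7.8; signal: FP measurement; incubation: 10 min plus 3 h, room temperature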
MBD2 DNA inh = inhibitors of MBD2 binding to methylated DNA, primary screen, biochemical, TR-FRET, DNA-binding domain, human; AID 686964, 2013; 370,000 tested, 0.31% active; Methyl-CpG-binding domain protein 2 (Homo sapiens), Q9UBB5; MBD2 binding to methylated oligonucleotide; inhibition, % at 4.4 µM; in the data active = inhibition above about 13%
Target sequence (Q9UBB5 whole entry, looked up, the tested form may be a part): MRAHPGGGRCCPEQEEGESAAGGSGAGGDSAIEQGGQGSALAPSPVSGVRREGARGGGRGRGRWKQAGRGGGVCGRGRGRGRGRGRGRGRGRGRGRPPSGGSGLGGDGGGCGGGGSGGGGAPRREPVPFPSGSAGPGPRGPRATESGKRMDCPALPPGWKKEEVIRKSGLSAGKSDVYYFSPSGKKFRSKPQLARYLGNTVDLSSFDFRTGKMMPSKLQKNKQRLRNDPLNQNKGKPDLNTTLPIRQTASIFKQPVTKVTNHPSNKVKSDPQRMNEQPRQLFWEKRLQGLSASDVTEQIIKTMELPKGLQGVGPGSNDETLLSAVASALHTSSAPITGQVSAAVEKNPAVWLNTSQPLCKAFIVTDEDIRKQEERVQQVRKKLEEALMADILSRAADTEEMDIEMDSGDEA
PRMT1 FP inh = PRMT1 methyltransferase inhibitors, primary screen, biochemical, fluorescence polarization; recombinant PRMT1, activity-based probe fluorescence polarization; inhibition, % at 2.79 µM; 370,000 tested, 1.3% active; AID 652257, 2013;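 active = inhibition above about 21% made by adding two undisclosed values, limit read from the data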
Target sequence (Q99873 whole entry, looked up): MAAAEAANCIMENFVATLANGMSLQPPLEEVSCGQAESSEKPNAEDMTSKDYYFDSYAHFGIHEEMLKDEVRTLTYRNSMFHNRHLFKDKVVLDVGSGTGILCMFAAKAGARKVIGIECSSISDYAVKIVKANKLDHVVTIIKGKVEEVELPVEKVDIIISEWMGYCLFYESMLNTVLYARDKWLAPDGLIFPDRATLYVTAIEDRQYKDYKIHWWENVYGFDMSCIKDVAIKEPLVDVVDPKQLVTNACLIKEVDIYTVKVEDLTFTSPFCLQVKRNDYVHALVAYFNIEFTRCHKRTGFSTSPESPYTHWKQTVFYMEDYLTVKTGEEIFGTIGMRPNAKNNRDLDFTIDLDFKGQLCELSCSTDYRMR
KLK7 zymogen act = proKLK7 zymogen activators, primary screen, biochemical, fluorescence intensity; Kallikrein-7 (Homo sapiens), P49862; purified proKLK7, EDANS-DABCYL substrate fluorescence; 100% is mature enzyme control, 0% vehicle; activation, % at 7 µM; 370,000 tested, 0.9% active; AID 652039, 2013;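 active = activation above the mean of all tested compounds plus 3 SD, computed per campaign excluding outliers beyond control limits, cut at about 13% in these data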
Target sequence (P49862 whole entry, looked up): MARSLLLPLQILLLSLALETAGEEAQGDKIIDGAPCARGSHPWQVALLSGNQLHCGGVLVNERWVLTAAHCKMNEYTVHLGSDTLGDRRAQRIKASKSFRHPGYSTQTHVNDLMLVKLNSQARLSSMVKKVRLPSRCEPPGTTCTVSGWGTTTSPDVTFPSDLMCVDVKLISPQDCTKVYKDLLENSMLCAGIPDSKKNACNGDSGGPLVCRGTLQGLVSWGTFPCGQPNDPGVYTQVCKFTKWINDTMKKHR
Starred values were filed as active, the others as inactive.

Screening COc1ccc(C(CCNCc2ccc(OC(C)C)cc2)c2ccccc2OC)cc1 (stereo not given) returned TCR CD3 inh 5, TDP2 inh -9, DDE Tn6 FP inh 5, LEDGF integ inh 5, SIAE primary -4, UHRF1 binding 0, DDE Tn7 FP inh 7, MBD2 DNA inh -3, PRMT1 FP inh -12 and KLK7 zymogen act 0.3.
Screening CCN1C(=O)CS/C1=N\S(=O)(=O)c1ccccc1 returned TCR CD3 inh 5, TDP2 inh 7, DDE Tn6 FP inh 3, LEDGF integ inh -1, SIAE primary -1, UHRF1 binding -2, DDE Tn7 FP inh -4, MBD2 DNA inh 1, PRMT1 FP inh -2 and KLK7 zymogen act 0.2.
For N=c1n(CCN2CCCCC2)c2ccccc2n1CC(O)c1ccc(Cl)c(Cl)c1 (stereo not given) the results were TCR CD3 inh -2, TDP2 inh -7, DDE Tn6 FP inh -1, LEDGF integ inh -1, SIAE primary 2, UHRF1 binding -2, DDE Tn7 FP inh 10, MBD2 DNA inh 1, PRMT1 FP inh 0 and KLK7 zymogen act -0.3.
Screening CC(=O)OC(COc1ccccc1)Cn1cnc2ccccc21 (stereo not given) returned TCR CD3 inh -2, TDP2 inh -1, DDE Tn6 FP inh 7, LEDGF integ inh -2, SIAE primary 4, UHRF1 binding 2, DDE Tn7 FP inh -6, MBD2 DNA inh -5, PRMT1 FP inh 4 and KLK7 zymogen act 0.0.
Screening CN(C)C(CNC(=O)CNC(=O)c1ccc(Br)cc1)c1ccccc1 (stereo not given) returned TCR CD3 inh -5, TDP2 inh 0, DDE Tn6 FP inh -3, LEDGF integ inh -2, SIAE primary -2, UHRF1 binding 5, DDE Tn7 FP inh 11, MBD2 DNA inh 3, PRMT1 FP inh 4 and KLK7 zymogen act -0.1.
`CCOC(=O)C1CCN(C(=O)Cc2c(F)cccc2Cl)CC1` gave TCR CD3 inh 5, TDP2 inh -10, DDE Tn6 FP inh -3, LEDGF integ inh 0, SIAE primary -5, UHRF1 binding 3, DDE Tn7 FP inh 2, MBD2 DNA inh 2, PRMT1 FP inh 1 and KLK7 zymogen act 0.0.
CCn1nc(C(=O)N2CCN(Cc3nc4ccccc4s3)CC2)c2ccccc2c1=O was read as TCR CD3 inh -2, TDP2 inh -3, DDE Tn6 FP inh 0, LEDGF integ inh -1, SIAE primary 2, UHRF1 binding 2, DDE Tn7 FP inh 1, MBD2 DNA inh 6, PRMT1 FP inh -1 and KLK7 zymogen act 0.4.
`O=C(CC(NCCN1CCOCC1)C(=O)O)Nc1cccc(Cl)c1` (stereo not given) gave TCR CD3 inh 2, TDP2 inh -8, DDE Tn6 FP inh 0, LEDGF integ inh -2, SIAE primary -6, UHRF1 binding 1, DDE Tn7 FP inh 3, MBD2 DNA inh -1, PRMT1 FP inh -1 and KLK7 zymogen act -0.9.
C=CCn1c(=O)[nH]c2cc(C(=O)N3CCN(c4ccc(C(C)=O)cc4)CC3)ccc2c1=O was read as TCR CD3 inh 6, TDP2 inh 6, DDE Tn6 FP inh 0, LEDGF integ inh 0, SIAE primary -2, UHRF1 binding -1, DDE Tn7 FP inh 1, MBD2 DNA inh 6, PRMT1 FP inh -1 and KLK7 zymogen act -0.3.
For Cc1onc(-c2ccccc2)c1C(=O)Nc1nc(-c2cc(F)ccc2F)cs1 the results were TCR CD3 inh -3, TDP2 inh 6, DDE Tn6 FP inh 8, LEDGF integ inh -3, SIAE primary -2, UHRF1 binding -2, DDE Tn7 FP inh -1, MBD2 DNA inh -2, PRMT1 FP inh -3 and KLK7 zymogen act 0.4.
`NS(=O)(=O)c1ccc(NC(=O)CSc2nc3c(cnn3-c3ccccn3)c(=O)[nH]2)cc1` gave TCR CD3 inh 6, TDP2 inh 0, DDE Tn6 FP inh 2, LEDGF integ inh 0, SIAE primary 9, UHRF1 binding 3, DDE Tn7 FP inh -4, MBD2 DNA inh 1, PRMT1 FP inh 5 and KLK7 zymogen act -0.5.
`C=CCNc1oc(/C=C/c2ccccc2)nc1C#N` gave TCR CD3 inh 3, TDP2 inh 7, DDE Tn6 FP inh -4, LEDGF integ inh -1, SIAE primary 1, UHRF1 binding -1, DDE Tn7 FP inh 2, MBD2 DNA inh 6, PRMT1 FP inh 1 and KLK7 zymogen act 46*.
Cc1ccc(NC(=O)c2oc3ccccc3c2COC(C)C)cc1S(=O)(=O)N1CCOCC1 was read as TCR CD3 inh -1, TDP2 inh 10, DDE Tn6 FP inh -3, LEDGF integ inh 1, SIAE primary -14, UHRF1 binding -1, DDE Tn7 FP inh 8, MBD2 DNA inh -4, PRMT1 FP inh -3 and KLK7 zymogen act -0.3.
Screening COc1ccc(N2CC(O)=C(c3nc(-c4ccc(F)cc4)cs3)C2=N)cc1OC returned TCR CD3 inh 0, TDP2 inh 4, DDE Tn6 FP inh 1, LEDGF integ inh 2, SIAE primary 7, UHRF1 binding 2, DDE Tn7 FP inh -8, MBD2 DNA inh -4, PRMT1 FP inh -2 and KLK7 zymogen act -2.3.
For O=C(NC1CCCCC1)c1n[nH]c2c1CC(c1ccccc1)CC2 (stereo not given) the results were TCR CD3 inh 5, TDP2 inh 8, DDE Tn6 FP inh -3, LEDGF integ inh 3, SIAE primary -2, UHRF1 binding -1, DDE Tn7 FP inh -6, MBD2 DNA inh 2, PRMT1 FP inh 0 and KLK7 zymogen act -0.6.
For COCCNC(=O)CSc1nc(-c2ccc(OC)c(OC)c2)cc(C(F)(F)F)n1 the results were TCR CD3 inh 1, TDP2 inh -2, DDE Tn6 FP inh 4, LEDGF integ inh 1, SIAE primary 6, UHRF1 binding 2, DDE Tn7 FP inh -2, MBD2 DNA inh 3, PRMT1 FP inh 1 and KLK7 zymogen act 4.5.
Screening CC(C)CC(=O)Nc1c2c(nn1-c1cccc(Cl)c1)CS(=O)(=O)C2 returned TCR CD3 inh 0, TDP2 inh 0, DDE Tn6 FP inh 0, LEDGF integ inh 1, SIAE primary 3, UHRF1 binding 0, DDE Tn7 FP inh -5, MBD2 DNA inh -6, PRMT1 FP inh -2 and KLK7 zymogen act 0.0.
For COc1ccc(C(=O)N2CCN(C)C(C)C2)cc1OC1CCN(C(C)=O)CC1 (stereo not given) the results were TCR CD3 inh 0, TDP2 inh 4, DDE Tn6 FP inh 1, LEDGF integ inh -2, SIAE primary -1, UHRF1 binding 0, DDE Tn7 FP inh -8, MBD2 DNA inh 5, PRMT1 FP inh 6 and KLK7 zymogen act -0.3.
COc1cc2c(cc1OC)CN(S(=O)(=O)c1cccs1)CC2 was read as TCR CD3 inh -3, TDP2 inh -2, DDE Tn6 FP inh -2, LEDGF integ inh 4, SIAE primary 5, UHRF1 binding -7, DDE Tn7 FP inh -5, MBD2 DNA inh 2, PRMT1 FP inh -4 and KLK7 zymogen act 0.5.
COc1cccc(OCC(O)CO)c1 (stereo not given) was read as TCR CD3 inh -9, TDP2 inh -2, DDE Tn6 FP inh 8, LEDGF integ inh 1, SIAE primary -5, UHRF1 binding 1, DDE Tn7 FP inh 1, MBD2 DNA inh 0, PRMT1 FP inh 3 and KLK7 zymogen act 0.7.

Continued, overlapping the part above by three compounds.
For COc1ccc(C(=O)N2CCN(C)C(C)C2)cc1OC1CCN(C(C)=O)CC1 (stereo not given) the results were TCR CD3 inh 0, TDP2 inh 4, DDE Tn6 FP inh 1, LEDGF integ inh -2, SIAE primary -1, UHRF1 binding 0, DDE Tn7 FP inh -8, MBD2 DNA inh 5, PRMT1 FP inh 6 and KLK7 zymogen act -0.3.
COc1cc2c(cc1OC)CN(S(=O)(=O)c1cccs1)CC2 was read as TCR CD3 inh -3, TDP2 inh -2, DDE Tn6 FP inh -2, LEDGF integ inh 4, SIAE primary 5, UHRF1 binding -7, DDE Tn7 FP inh -5, MBD2 DNA inh 2, PRMT1 FP inh -4 and KLK7 zymogen act 0.5.
COc1cccc(OCC(O)CO)c1 (stereo not given) was read as TCR CD3 inh -9, TDP2 inh -2, DDE Tn6 FP inh 8, LEDGF integ inh 1, SIAE primary -5, UHRF1 binding 1, DDE Tn7 FP inh 1, MBD2 DNA inh 0, PRMT1 FP inh 3 and KLK7 zymogen act 0.7.
Screening COC(=O)C1CCN(C(=O)CSc2ccccc2)CC1 returned TCR CD3 inh 4, TDP2 inh -10, DDE Tn6 FP inh -4, LEDGF integ inh -2, SIAE primary 0, UHRF1 binding 2, DDE Tn7 FP inh 6, MBD2 DNA inh 5, PRMT1 FP inh -2 and KLK7 zymogen act -0.1.
For COc1ccccc1CNC(=O)COC(=O)c1cc(=O)c2ccccc2o1 the results were TCR CD3 inh 2, TDP2 inh 5, DDE Tn6 FP inh 4, LEDGF integ inh 0, SIAE primary -3, UHRF1 binding -2, DDE Tn7 FP inh 4, MBD2 DNA inh -3, PRMT1 FP inh 3 and KLK7 zymogen act -0.3.
O=C(N/C(=C/c1cccnc1)C(=O)N1CCCCCC1)c1ccccc1 was read as TCR CD3 inh 0, TDP2 inh 0, DDE Tn6 FP inh 0, LEDGF integ inh 1, SIAE primary 1, UHRF1 binding 3, DDE Tn7 FP inh -3, MBD2 DNA inh 3, PRMT1 FP inh 2 and KLK7 zymogen act -0.2.
Screening CN(Cc1nccn1C)C(=O)C1CCC(=O)N(Cc2cccc(C(F)(F)F)c2)C1 (stereo not given) returned TCR CD3 inh 1, TDP2 inh 9, DDE Tn6 FP inh 0, LEDGF integ inh 1, SIAE primary 3, UHRF1 binding 14, DDE Tn7 FP inh 8, MBD2 DNA inh 8, PRMT1 FP inh 1 and KLK7 zymogen act 0.6.
`N#Cc1cccc(NC(=S)Nc2ccccc2)c1` gave TCR CD3 inh 9, TDP2 inh -3, DDE Tn6 FP inh 3, LEDGF integ inh -3, SIAE primary 4, UHRF1 binding 1, DDE Tn7 FP inh -1, MBD2 DNA inh 1, PRMT1 FP inh -3 and KLK7 zymogen act -0.6.
For O=C(NC1CCN(S(=O)(=O)c2cccc([N+](=O)[O-])c2)CC1)C1CCCCC1 the results were TCR CD3 inh -4, TDP2 inh -13, DDE Tn6 FP inh -4, LEDGF integ inh 3, SIAE primary -8, UHRF1 binding 1, DDE Tn7 FP inh -3, MBD2 DNA inh 3, PRMT1 FP inh -1 and KLK7 zymogen act 0.2.
